BRCA1 expr up: activators of BRCA1 expression. MCF7-BRCA1-FFLuc reporter, luminescence, 48 h; response scale: scaled: vehicle 0%, 10 µM genistein 100%. Potency, µM (series often up to 46.1 µM), without a hit: at the highest dose activation, hits mostly activators. 380,000 compounds, 1.1% hits. AID 624202; active = well fitted activation curve with a large enough effect; inconclusive = small, poorly fitted or top-dose-only effect; inactive = no such curve, though single readings can be large or run the other way; also: nearly all actives have a fitted effect of over 80% in size; some results filed as inactive show a strong effect at the top dose
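Reporter cells (MCF7, BRCA1 promoter-firefly luciferase) received library compounds across a concentration series for 48 h. End-point luminescence was measured and concentration-effect curves derived after normalization.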
Numbers without * were called inactive; ? = inconclusive; & = joins results of further samples. Potency is read from the fitted curve at half-maximal effect. Some of the compounds tested; the hit share may differ from the screen's.

SMILES	BRCA1 expr up
Nc1[nH]c(=S)[nH]c(=O)c1N=O	4%
O=C(OCc1ccccc1)N1CCC2CC1c1ccc(N3CCNCC3)cc12 (stereo not drawn)	?
COc1ccc(F)cc1-c1cc(C(=O)NCc2cccc(Cl)c2)[nH]n1	-16%
CN(C)c1ccc(-c2ccnc3c2CC(C)(C(=O)Nc2cccc(C(F)(F)F)c2)O3)cc1 (stereo not drawn)	0%
CC(C)C(=O)N1CCC1(C)C(=O)Nc1ccccc1OC(F)F (stereo not drawn)	18%
CCCCNC(=O)C1(C)CCN1C(=O)c1csnn1 (stereo not drawn)	21%
CNc1nc(Nc2ccc(C)cc2C)c2sccc2n1	0%
CC(C)CC1C(=O)N(Cc2cn(Cc3ccco3)nn2)CCS(=O)(=O)N1Cc1ccc(-c2ccccc2)cc1 (stereo not drawn)	-66%
O=C(Nc1ccn(CCCNCCc2ccccn2)c(=O)n1)OCc1ccccc1	7%
C=CCNc1nc(NCCOC)c2sc(-c3ccccc3)cc2n1	20%
O=C(Nc1ccccc1Cl)c1cc(C2CCCN(C(=O)c3ccc4c(c3)CCO4)C2)on1 (stereo not drawn)	17%
CC1(C(=O)NS(=O)(=O)C2CC2)CCCN(C(=O)COc2ccc(Cl)cc2Cl)C1 (stereo not drawn)	0%
CC1(C(=O)NS(=O)(=O)C2CC2)CCCN(C(=O)c2cccc(C(F)(F)F)c2)C1 (stereo not drawn)	-1%
Nc1nc2ccccc2cc1C(=O)NCCCCc1ccccc1	-8%
N=c1c2ccccc2nc2n1CCCCC2	15%
COc1ccc(Cl)cc1-c1cc(C(=O)NCc2ccccc2)[nH]n1	-62%
Oc1ccccc1C1C=C(c2ccc3c(c2)OCO3)NC(c2ccc(Br)cc2)N1 (stereo not drawn)	5%
COc1ccc(NC(=O)C2Cc3c(-c4cccc(NC(C)=O)c4)ccnc3O2)cc1OC (stereo not drawn)	-44%
CCOC(=O)c1csc(-c2ccc(COC(=O)c3ccccc3)o2)n1	4%
O=C(O)c1ccc(COc2ccc([N+](=O)[O-])cc2Cl)cc1	13µM*
CN(C)CCCNC(=O)c1cccc(-c2ccc3nncn3c2)c1	15%
COc1cccc2ccc(CC(O)(c3ccccc3)c3ccccc3)nc12	-64%
COc1ccc(F)cc1-c1cc(NC(C)=O)c2ncc(-c3cccc(C(F)(F)F)c3)n2c1	-20%
COC(=O)CCCCC1=CCC2C(=O)C=C(O)C2C1 (stereo not drawn)	4%
Nc1ncnc2c1ncn2[C@@H]1O[C@H](C(=O)Nc2cc(C(F)(F)F)cc(C(F)(F)F)c2)[C@@H](O)[C@H]1O	-32%
Nc1nc(NCc2ccc(Cl)cc2)c2[nH]cnc2n1	-14%
CC[C@H](C)[C@@H](COC=O)NC(=O)[C@H]1O[C@@H](n2ccc(N)nc2=O)[C@H](O)[C@@H]1O	-4%
Cn1cc(-c2coc3c(C(=O)NCc4cccs4)cccc23)cn1	8%
COc1cc(-c2cc3nc(NCc4cccc(Cl)c4)ccn3n2)cc(OC)c1OC	-23%
CC(C)CNC(=O)C1(C)CCCCCN1C(=O)c1cc(C#N)cs1 (stereo not drawn)	0%
CCCCN1CC(N2CCN(CCO)CC2)CS1(=O)=O (stereo not drawn)	13%
CCCCn1nnnc1C(c1ccccc1)N1CCN(c2ncccc2C(F)(F)F)CC1 (stereo not drawn)	-19%
NC(=O)c1cccc(-c2ccnc3c2CC(C(=O)NCc2cccc(Cl)c2)O3)c1 (stereo not drawn)	-35%
CCOc1cc(OCC)cc(C(=O)N2CCC[C@H]2C(=O)N2CCC[C@H]2C(=O)N[C@@H](C)c2ccccc2)c1	-15%
COc1cccc(CNC(=O)[C@@H]2CCCN2C(=O)[C@H]2CCCCN2C(=O)OC(C)(C)C)c1	18%
Nc1nc2c(ncn2[C@@H]2O[C@H](CNS(=O)(=O)c3cccnc3)[C@@H](O)[C@H]2O)c(=O)[nH]1	9%
CCCCCc1cc[n+](CC(=O)c2ccccc2)cc1	1%
S=C1SCN(Cc2ccccc2)CN1Cc1ccco1	-12%
Cc1cc(C(Br)(Br)Br)nc2ccccc12	-67%
OC(c1ccccc1)c1ncc(-c2cccc(F)c2)[nH]1 (stereo not drawn)	52%
Nc1nc(NCc2cccc(Cl)c2)c2[nH]cnc2n1	-10%&-26%
COc1ccc(CCC(=O)NO)cc1	-5%
C[C@H](CO)N1C[C@H](C)[C@@H](CN(C)C(=O)Nc2cccc3ccccc23)OCCCC[C@H](C)Oc2ccc(NS(=O)(=O)c3cn(C)cn3)cc2C1=O	-10%
CC(c1nc2ccccc2[nH]1)N(C(=O)C1=NNC(=O)CC1)c1ccccc1 (stereo not drawn)	-14%
OC[C@@H]1CN(Cc2cccc(C(F)(F)F)c2)C[C@H](n2cnc3c(NC4CC4)ncnc32)O1	17%
COCCNC(=O)C1(C)CCCN(C(=O)c2ccc(F)c(Cl)c2)C1 (stereo not drawn)	-2%
CCOC1=C2[C@H](c3ccccc3F)N(S(=O)(=O)c3ccc(C)cc3)C[C@H]2n2c(=O)n(-c3ccccc3)c(=O)n2C1	-13%
CCCS(=O)(=O)NC(=O)C1(C)CCN(C(=O)c2ccc(OC)c(F)c2)C1 (stereo not drawn)	15%
CC(C)c1ccc(NC(=O)c2ccc(-c3ccnn3C)c3ccoc23)cc1	-24%
CCCNC(=O)c1cc(C2CCCCN2C(=O)CCCc2ccccc2)on1 (stereo not drawn)	?
Cc1ccc(-c2ccc(CN3C(C)C(=O)N(Cc4cn(CC5CCCCC5)nn4)CCS3(=O)=O)cc2)cc1 (stereo not drawn)	-43%
CCc1nc(CN2CCCC(C(=O)Nc3ccc(-c4cccc(OC)c4)cc3)C2)c(C)[nH]1 (stereo not drawn)	46%
N#Cc1ccc(Nc2nc(NCc3ccccc3)nc3ccsc23)cc1	0%
CC1(CN2CCCC2)CCC(NC(=O)C(c2ccccc2)c2ccccc2)C(C)(C)O1 (stereo not drawn)	-11%
Cc1ccc(OCCC(=O)OCC(=O)NCCNC(=O)COC(=O)CCOc2ccc(C)cc2)cc1	3%
CCOC(=O)N(C)C[C@H]1OCc2cn(nn2)CCCC(=O)N([C@H](C)CO)C[C@@H]1C	7%
COCCNc1nc(NCc2ccc(C)cc2C)c2sccc2n1	-24%
Cc1cc(O)ccc1Nc1cc(-c2cccc(N)c2)ncn1	8%
COc1ccc(Cn2c(=O)oc3ccccc32)cc1	32%
CCCCc1c(-c2ccccc2OC)ncn1CCc1cccc(OC)c1	-37%
New compounds follow
SMILES	BRCA1 expr up
COc1cccc(-c2cccc(-c3nc(C(=O)NCc4ccc5c(c4)OCO5)cc4c3[C@H](CCO)N(S(=O)C(C)(C)C)C4)c2)c1 (stereo partly drawn)	-53%
CCOc1ccc(Cl)cc1-c1cc(C(=O)Nc2ccc(C(C)C)cc2)[nH]n1	-25%
CC(=O)Oc1ccccc1Cn1c(C)c(C(=O)NCc2cccc([N+](=O)[O-])c2)sc1=O	-1%
COCCNC(=O)C1(C)CCCN(C(=O)COc2ccccc2)C1 (stereo not drawn)	16%
CC(C)NC(=O)N1Cc2cc(C(=O)NC3CCCC3)nc(-c3cccc(-c4cccnc4)c3)c2[C@H]1CCO	-1%
O=C(Nc1nnc([C@@H]2C[C@H](O)[C@@H](CO)O2)s1)NC(c1ccccc1)c1ccccc1	-15%
O=C(O)c1ccc(Cl)c(NC(=O)C2CCN(S(=O)(=O)c3cccs3)CC2)c1	12%
Cc1ccc(-c2csc(C(O)c3ccccc3)n2)cc1C (stereo not drawn)	80%
CC(=O)N/C(=C/c1ccccc1)c1sc2ccccc2[n+]1CCCCI	?
O=C(Nc1ccc2nc(-c3ccccn3)c(-c3ccccn3)nc2c1)N1CCCC1	10%
Cc1cc(/C=C2\C=Cc3ccccc32)ccc1N(C)C	?
CCOc1ccc(CCN2C(=O)C(=O)N([C@@H](CC(C)C)CN3CCC[C@H]3CN3C(=O)C(=O)NC[C@@H]3Cc3ccccc3)C[C@@H]2CC(C)C)cc1	1%
O=C(CCC1CCN(C(=O)CC2=CCCCC2)CC1)NCc1ccc(F)cc1	-22%
OC(c1ccc(-c2ccccc2)cc1)c1ncc(-c2ccc(C(F)(F)F)cc2)[nH]1 (stereo not drawn)	-6%
Cn1c(SCC(=O)Nc2ccc(N3CCOCC3)c(Cl)c2)nnc1-c1ccccc1	18%
CCN(CC(=O)Nc1ccc(OC)cc1)C(=O)C1CC(=O)N(Cc2ccccc2)C1 (stereo not drawn)	-9%
CC1(c2nnnn2-c2ccc3c(c2)OCCO3)CCC(=O)N1CCc1ccccc1F (stereo not drawn)	-4%
CC1(C(=O)O)CCCN(C(=O)c2cccnc2Oc2ccccc2)C1 (stereo not drawn)	15%
CCc1nc2ccc(C(=O)N3CCN(C)CC3)cn2c1N(C)CCC(C)C	5%
N#CC1C(=O)NC(=O)C(C#N)C12CCCC2 (stereo not drawn)	16%
COc1ccc(-c2ccc(C(=O)NCc3ccc(C(F)(F)F)cc3)c3occc23)c(C)c1	-13%
CCCCC(=O)N(C)c1c(C)nc2ccc(C(=O)N3CCNC(=O)C3)cn12	9%
COc1cc(C(=O)NCCNc2nc3c(C)cccc3cc2C#N)cc(OC)c1OC	4%
COCCNc1nc(Nc2ccc(F)cc2)c2sccc2n1	-6%
CC1(C(=O)NCC(F)(F)F)CCN1C(=O)C1(c2ccccc2)CC1 (stereo not drawn)	3%
CCc1nc2ccc(C(=O)NCCCn3ccnc3)cn2c1N(CC)Cc1cccc(Br)c1	11%
CC(C)C1C(=O)N(Cc2cn(CC3CCCCC3)nn2)CCS(=O)(=O)N1Cc1ccc(-c2ccc(Cl)cc2)cc1 (stereo not drawn)	-74%
Cc1ccn2c(=S)[nH]nc2c1	2%
O=C(NCC(=O)N1CCC(Cc2ccccc2)CC1)c1ccccc1F	?
CN(Cc1ccccc1)C(=O)Nc1c(Cl)cccc1Cl	20%
O=C(Nc1ccc2c(c1)OCCO2)C1c2ccccc2OCC(=O)N1Cc1cccnc1 (stereo not drawn)	6%
O=S1(=O)N[C@H](Cc2ccccc2)COc2cc(N3CCSCC3)ccc21	18%
Cc1ccc(Sc2ccc(NC(=O)c3ccc(F)cc3)cc2C#N)cc1	2%
OC(c1cccc(Cl)c1)c1ncc(-c2ccc(Oc3ccccc3)cc2)[nH]1 (stereo not drawn)	-23%
Cc1ccc(S(=O)(=O)c2cnc(-c3ccccc3)[nH]c2=O)cc1	0%
CC(C)C[C@@H]1CC2=C(C(=O)OC(C)(C)O2)[C@H](c2ccc(Cl)cc2)O1	-6%
CNC(=O)C[C@H]1C(=O)N(c2ccccc2)C[C@@H]1CSC	16%
CC(C)CC#Cc1ccc2c(c1)O[C@H](CN(C)C(=O)Cc1ccncc1)[C@H](C)CN([C@H](C)CO)S2(=O)=O	-7%
O=C(NCc1cccs1)c1ccc(-c2ccc(F)c(F)c2)c2ccoc12	24%
CC(=O)Nc1ccc(NCCc2ccco2)cc1	40%
O=NN(CC(=O)NN=CC=Cc1ccccc1)CC(=O)NN=CC=Cc1ccccc1	0%
Cc1cc(Br)cn2c(Cc3ccsc3)c(-c3ccc(F)cc3)nc12	-26%
CC(C)NC(=O)c1cc(C2CCCCN2C(=O)c2ccccc2)on1 (stereo not drawn)	0%
Nc1c(-c2cccs2)nc2ccccn12	46%
CC(=O)N1CCCC(C)(C(=O)Nc2ccc3oc(C)nc3c2)C1 (stereo not drawn)	-18%

Part of the list above in a different format.
CC(C)C[C@@H]1CC2=C(C(=O)OC(C)(C)O2)[C@H](c2ccc(Cl)cc2)O1
- BRCA1 expr up: -6%
CNC(=O)C[C@H]1C(=O)N(c2ccccc2)C[C@@H]1CSC
- BRCA1 expr up: 16%
CC(C)CC#Cc1ccc2c(c1)O[C@H](CN(C)C(=O)Cc1ccncc1)[C@H](C)CN([C@H](C)CO)S2(=O)=O
- BRCA1 expr up: -7%

Part of the list above, bar-delimited.
Structure | BRCA1 expr up
O=C(Nc1ccc2c(c1)OCCO2)C1c2ccccc2OCC(=O)N1Cc1cccnc1 (stereo not drawn) | 6%
O=S1(=O)N[C@H](Cc2ccccc2)COc2cc(N3CCSCC3)ccc21 | 18%
CNC(=O)C[C@H]1C(=O)N(c2ccccc2)C[C@@H]1CSC | 16%
CC(=O)N1CCCC(C)(C(=O)Nc2ccc3oc(C)nc3c2)C1 (stereo not drawn) | -18%
CC(=O)Nc1ccc(NCCc2ccco2)cc1 | 40%

A different layout for four compounds above:
Nc1c(-c2cccs2)nc2ccccn12
  BRCA1 expr up: 46%
Cc1cc(Br)cn2c(Cc3ccsc3)c(-c3ccc(F)cc3)nc12
  BRCA1 expr up: -26%
CC(=O)N1CCCC(C)(C(=O)Nc2ccc3oc(C)nc3c2)C1 (stereo not drawn)
  BRCA1 expr up: -18%
CC(C)CC#Cc1ccc2c(c1)O[C@H](CN(C)C(=O)Cc1ccncc1)[C@H](C)CN([C@H](C)CO)S2(=O)=O
  BRCA1 expr up: -7%

(cont.)
SMILES	BRCA1 expr up
O=C1[C@H]2[C@@H](c3ccccc3)N[C@]3(CCCN(Cc4ccc(F)cc4)C3=O)[C@H]2C(=O)N1Cc1ccccc1	-4%
CCCCCCCCN1C(=O)[C@H](CC(=O)N2CCCC2)C[C@@]2(C(=O)OCC)CCCC=C12	-23%
CCN1CCN(C(CCc2ccccc2)C(=O)NC2CCCCC2)CC1 (stereo not drawn)	2%
CC(=O)CSc1nnc(-c2ccc(S(=O)(=O)N3CCC(C)CC3)cc2)o1	-19%
Cc1c(C(=O)N2CCC(C)(C(=O)NS(=O)(=O)C3CC3)C2)oc2ccccc12 (stereo not drawn)	17%
CCCC(C)(C)C(=O)N1CCC1(C)C(=O)NS(=O)(=O)c1ccc(Br)cc1 (stereo not drawn)	7%
O=C(NCCO)c1ccc(-c2ccc3nncn3c2)cc1	15%
C[C@H](NC(=O)c1[nH]cnc1C(=O)N[C@@H](C)CO)c1ccccc1	16%
OC(Cc1cccc(Br)c1)c1ncc(-c2ccccc2C(F)(F)F)[nH]1 (stereo not drawn)	0%

Source: PubChem BioAssay
